# Screening data (PubChem)
# FEN1 inhibitor = blocks human flap endonuclease 1. Potency, µM (top dose mostly 114 µM), for the others: at the highest dose activity change, negative = inhibition, actives largely listed as inhibitors. P39748. AID 588795. hit rate 0.35% among 390,000. Recombinant FEN1 flap cleavage, fluorescence, 15 min; note: nearly all actives have a fitted effect of over 65% in size
#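 Recombinant FEN1 (10 nM) was preincubated with pin-transferred compounds for 15 min at room temperature, then flap DNA substrate (50 nM final) was added. Plates were read at 0 and 15 min, and normalized concentration–response data were fitted to a four-parameter Hill equation.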
# N370S GC mod = N370S glucocerebrosidase modulation, Gaucher chaperone candidate; Potency, µM (doses to about 59.4 µM), for the others: at the top dose activity change, negative = inhibition, actives largely listed as inhibitors; P04062; hit rate 0.092% among 330,000; AID 2101; N370S GC spleen homogenate, 4MU-glucoside fluorescence;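 note: 0% = full enzyme activity and -100% = no enzyme basal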
# KAT2A inh = inhibitors of human GCN5L2 histone acetyltransferase. Q92830. GCN5L2 HAT assay, ThioGlo1 CoA-SH fluorescence. Potency, µM (titrated, usually from 58.9 µM), for the others: at the top dose activity change, negative = inhibition, most hits filed as inhibitors. hit rate 0.21% among 390,000. AID 504327
# Target sequence (Q92830 whole entry, looked up): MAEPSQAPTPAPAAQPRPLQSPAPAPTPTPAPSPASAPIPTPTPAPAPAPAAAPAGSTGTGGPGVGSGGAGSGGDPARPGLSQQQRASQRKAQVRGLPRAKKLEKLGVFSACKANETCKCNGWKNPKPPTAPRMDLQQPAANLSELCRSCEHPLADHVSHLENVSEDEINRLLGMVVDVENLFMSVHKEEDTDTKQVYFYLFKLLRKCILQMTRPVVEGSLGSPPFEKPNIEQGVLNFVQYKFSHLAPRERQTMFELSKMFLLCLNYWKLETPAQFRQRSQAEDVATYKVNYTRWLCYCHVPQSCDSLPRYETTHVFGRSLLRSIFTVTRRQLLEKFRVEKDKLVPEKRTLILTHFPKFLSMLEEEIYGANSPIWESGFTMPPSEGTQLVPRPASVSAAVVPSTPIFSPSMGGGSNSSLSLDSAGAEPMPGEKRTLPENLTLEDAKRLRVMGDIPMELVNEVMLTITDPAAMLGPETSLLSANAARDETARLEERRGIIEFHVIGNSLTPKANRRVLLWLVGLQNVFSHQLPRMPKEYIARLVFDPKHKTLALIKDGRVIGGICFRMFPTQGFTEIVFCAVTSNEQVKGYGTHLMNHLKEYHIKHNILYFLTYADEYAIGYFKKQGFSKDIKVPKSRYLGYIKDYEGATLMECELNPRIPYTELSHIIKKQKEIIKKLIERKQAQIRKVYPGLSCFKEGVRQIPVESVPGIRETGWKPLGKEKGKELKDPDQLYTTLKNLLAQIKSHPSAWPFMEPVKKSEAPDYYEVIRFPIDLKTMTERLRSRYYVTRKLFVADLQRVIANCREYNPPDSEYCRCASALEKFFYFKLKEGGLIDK
#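 Free CoA generated was detected with ThioGlo1 (50uM) fluorescence at Ex340nm/Em540nm, read immediately and after 20 min at room temperature. Enzyme, 20 nM in HEPES pH 7.5 buffer, saw compounds 15 min before adding 75uM H3(1-25) peptide and 70uM acetyl-CoA.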
# Active calls of the source: *; ? = inconclusive; / = not tested or not shown; & = joins results of further samples; [ ] = another dose, or the depositor's remark. Calls come from the whole dose curve; as a rule, active = well fitted curve in the direction sought with a large enough effect; inconclusive = small, poorly fitted or top-dose-only effect, or another doubt; inactive = no such curve, though single readings can be large; an effect the other way counts as inactive or inconclusive. Unless noted, % is set by controls: 0 for no effect and ±100 for the full control effect; potency is the fitted concentration of half-maximal effect.
SMILES,FEN1 inhibitor,N370S GC mod,KAT2A inh
O=S(=O)(NCCOCCNS(=O)(=O)c1ccccc1)c1ccccc1,-2.1%,-13.4%,-16.9%
CCCCC/C=C\C[C@@H](O)/C=C/C=C\C/C=C\CCCC(=O)O,/,14.5%&1.5%,3.7%
FC(F)(F)c1ccnc(Sc2n[nH]c(C(F)(F)F)n2)c1,-13.4%,4.8%,-3.0%
Cc1ccc(C(=O)OC2CCN(c3ccc([N+](=O)[O-])cc3)CC2)cc1,2.9%,12.6%,-13.5%
Cc1ccc(-c2csc3nc(SCC(=O)N(C)C)n(Cc4ccccc4)c(=O)c23)cc1,-2.6%,-3.8%,-13.4%
CCC(C)[C@H](NC(=O)C1CCC(CNC(=O)[C@@H]2CCCN2C(=O)OC(C)(C)C)CC1)C(=O)O (stereo partly drawn),-6.6%,-0.1%,1.9%
Cc1c(C(=O)Nc2ccc(C(C)C)cc2)sc2nc[nH]c(=O)c12,-5.1%,/,1.3%
O=C(CCc1nnc(Cc2cccc(C(F)(F)F)c2)o1)NCCc1ccccc1F,12.3%,3.8%,-0.5%
CCOc1ccc(S(=O)(=O)NCc2ccccn2)cc1NC(=O)c1ccccc1F,-11.4%,5.5%,-7.9%
CCOc1ccc(S(=O)(=O)N2CCN(c3ccc(Cl)c(Cl)c3)CC2)c2ccccc12,1.1%,/,-7.4%

# Rewritten field by field: part of the list above.
O=S(=O)(NCCOCCNS(=O)(=O)c1ccccc1)c1ccccc1
  FEN1 inhibitor: -2.1% | N370S GC mod: -13.4% | KAT2A inh: -16.9%
CCCCC/C=C\C[C@@H](O)/C=C/C=C\C/C=C\CCCC(=O)O
  FEN1 inhibitor: / | N370S GC mod: 14.5%&1.5% | KAT2A inh: 3.7%
FC(F)(F)c1ccnc(Sc2n[nH]c(C(F)(F)F)n2)c1
  FEN1 inhibitor: -13.4% | N370S GC mod: 4.8% | KAT2A inh: -3.0%
Cc1ccc(C(=O)OC2CCN(c3ccc([N+](=O)[O-])cc3)CC2)cc1
  FEN1 inhibitor: 2.9% | N370S GC mod: 12.6% | KAT2A inh: -13.5%

# Going on with the list:
SMILES,FEN1 inhibitor,N370S GC mod,KAT2A inh
O=C(CSc1c2c(nc3cc(Cl)ccc13)CCCC2)NCCCN1CCOCC1,0.2%,-7.5%,2.8%
Cc1c(C(=O)N2CCCC2)oc2c1-c1nn(CC(=O)NCc3ccccc3F)cc1CC2,-7.7%,/,-2.2%
O=C(NCc1cccnc1)c1cccc2c1C(=O)N(Cc1cccnc1)C2,0.5%,-0.4%[12.8 µM],-2.7%
Cc1[nH]c(=O)[nH]c(=O)c1S(=O)(=O)Nc1ccc(Br)cc1F,-0.2%,-3.6%,-5.7%
Cc1ccc(NC(=O)C(C)OC(=O)/C=C/c2ccccc2)cc1 (stereo not drawn),0.6%,1.8%,-3.3%
Cc1ccc(S(=O)(=O)/N=c2\ccc(Cl)cn2C(F)F)cc1,-14.8%,-3.8%,-4.9%
CCN(CC)Cc1csc2ccc(Br)cc12,7.4%,-18.2%,-4.3%
CC(=O)Nc1ccc(NC(=O)Cn2c(=O)n(-c3ccccc3)c(=O)c3oc4ccccc4c32)cc1,-4.7%,0.0%,-5.1%
COc1cccc(C(=O)Nc2ccc(-n3nncc3C(C)(C)C)cc2)c1,-3.8%,0.7%,-7.5%
O=C(NCC(c1ccco1)N1CCOCC1)C1CCCCC1 (stereo not drawn),-12.4%,-19.2%,-7.3%
CCOC(=O)N1CCN(C(=O)C(=O)N/N=C/c2ccc(OC)cc2OC)CC1,-1.1%,-3.9%,3.1%
CC1=CC(C)(C)Nc2ccc(OC(=O)CN3C(=O)CCC3=O)cc21,11.1%,2.6%,-0.7%
COc1ccc(OC)c(NC(=O)C2CCCN(S(=O)(=O)c3c(C)noc3C)C2)c1 (stereo not drawn),-18.5%,-16.1%,4.4%
CN(C)CCCOc1ccc2c(c1)Sc1ccccc1CC2=O,-9.1%,9.9%,-4.9%
CC1Cc2ccccc2N1S(=O)(=O)c1cccc(C(=O)NCc2ccncc2)c1 (stereo not drawn),6.7%,/,-3.9%
COc1ccc(NC(=O)c2c(-c3ccccc3)noc2C)c(OC)c1,4.0%,0.9%,-4.8%
CCc1ccc(-c2cc(C(=O)NCCCn3ccnc3)c3ccccc3n2)s1,/,4.4%,?
Cn1c(N)c(C(=O)COC(=O)c2cccc(S(=O)(=O)N3CCCCC3)c2)c(=O)n(C)c1=O,-0.1%,-0.7%,-1.9%
CCC12CN3CC(CC)(CN(C1)C3c1cccc(OC)c1O)C2=O (stereo not drawn),3.4%,/,2.5%
Cc1cc(C(=O)NNC(=O)c2ccccc2O)c(C)o1,-2.9%,/,-2.9%
Cc1ccccc1NC(=O)c1c2c(nc3ccccc13)C(=O)N(C1CCCCC1)C2,-1.1%,/,-15.2%
CCCOC1CCCN(C(=O)c2cc(COc3ccc(F)c(F)c3)on2)C1 (stereo not drawn),-2.8%,-1.9%,-1.2%
COC(=O)c1c(C)[nH]c(C(=O)OC(C)C(=O)N(C)C2CCCCC2)c1C (stereo not drawn),-1.4%,-1.9%,5.0%
Cc1cc(N2C(=O)C3C4C=CC(C4)C3C2=O)no1 (stereo not drawn),-2.3%,0.9%,-11.1%
Cc1ccc(C)c(COC(=O)c2cc(S(=O)(=O)N3CCCCC3)ccc2N2CCOCC2)c1,-16.0%,26.7%,-5.0%
CCOC(=O)C1CCN(C(=O)N(C)C)CC1,1.8%,4.2%,?
COc1ccc(-c2noc(-c3ccccc3OCC(=O)Nc3ccc(C(C)=O)cc3)n2)cc1,-17.9%,/,-8.3%
O=C(N/N=C/c1coc2ccc(Cl)cc2c1=O)c1ccc(O)cc1,-15.9%,-3.7%,-10.1%
O=C(CCCl)N1CCCC2(CCCCC2)C1,-1.4%,-22.9%,1.2%
CNC(=O)c1cc(C(=O)c2ccccc2Br)c[nH]1,-1.8%,1.4%,-12.9%
Cc1ccccc1Oc1ncnc2oc(-c3ccccc3)cc12,-4.7%,12.9%,-4.1%
COc1ccc2[nH]c(C)c(CCN3C(=O)OC(C)(C)C3(C)O)c2c1 (stereo not drawn),-9.5%,-0.1%,1.8%
Cc1c(C(=O)N/N=C/c2ccccn2)nnn1-c1nonc1N,1.9%,-4.7%,-0.9%
CCc1cc(C)cc(OCCNC(=O)c2ncn[nH]2)c1,7.2%,1.3%,-0.7%
COc1ccc(NC(=O)CNC(=O)C2CCCCC2)cc1OC,11.9%,/,1.0%
Nc1sccc1C(=O)c1ccc(Cl)cc1,-2.9%,2.2%,-16.0%
Cc1ccc(Cn2c(C)c3cnn(CC(=O)NCc4ccccc4)c(=O)c3c2C)cc1,11.2%,/,1.1%
Fc1ccccc1/C=N/Nc1nc(N2CCCCC2)nc(N2CCCCC2)n1,12.4%,4.9%,-3.7%
Cc1ccc(C(=O)Nc2cccc(C(F)(F)F)c2)cc1Nc1ncnc2nc[nH]c12,/,-3.9%,?
CCCCn1cc(S(=O)(=O)c2ccc(OC)cc2)c(=O)c2cc(CC)ccc21,-0.6%,/,-0.7%

# Shown with each value named: entries from further up.
Cc1c(C(=O)N/N=C/c2ccccn2)nnn1-c1nonc1N
  FEN1 inhibitor: 1.9%
  N370S GC mod: -4.7%
  KAT2A inh: -0.9%

CCc1cc(C)cc(OCCNC(=O)c2ncn[nH]2)c1
  FEN1 inhibitor: 7.2%
  N370S GC mod: 1.3%
  KAT2A inh: -0.7%

# (more compounds)
SMILES,FEN1 inhibitor,N370S GC mod,KAT2A inh
Cn1c(O)c(N=NC(=O)CNC(=O)c2ccccc2)c2cc(Br)ccc21,-21.9%,-3.1%,-6.9%
COCCNC(=O)C1CC(c2cccc(OC)c2)=NO1 (stereo not drawn),-3.2%,-17.8%,13.6%
C=C(C)COc1ccc(-c2n[nH]c(C)c2-c2ccc(OC)c(OC)c2)c(O)c1,?,?,-15.1%
Cc1cccc(C(=O)O/N=C(\N)c2ccccn2)c1,12.8%,0.9%,1.5%
CC(C)C(=O)N(Cc1ccccc1)c1ccccn1,1.8%,9.7%,-18.5%
CCC[C@@H]1NC(=O)[C@@H](NC(C)=O)CSSC[C@@H](C(N)=O)NC(=O)CNC(=O)[C@H](Cc2c[nH]c3ccccc23)NC(=O)[C@H](CCCN=C(N)N)NC(=O)[C@H](Cc2ccc3ccccc3c2)NC(=O)[C@H](Cc2cnc[nH]2)NC(=O)[C@H](CCCN=C(N)N)NC1=O,/,-8.5%,0.0%
c1ccc(CNc2ccnc(-c3cccnc3)n2)cc1,/,-16.0%,?
COc1ccc(CCNC(=O)C(=O)Nc2nccs2)cc1OC,6.1%,3.1%,-3.6%
O=C(OCc1nnc(-c2ccccc2)o1)c1cc(S(=O)(=O)N2CCOCC2)c(Cl)cc1Cl,-2.1%,-9.6%,-16.4%
CCOC(=O)c1nn(-c2ccccc2)c(=O)cc1SC(C)CC (stereo not drawn),0.9%,-17.5%,-4.4%
CC(=O)c1cc2c(cc1NS(=O)(=O)c1ccc(F)cc1)OCO2,-0.6%,-4.7%,2.4%
Clc1cc(Cl)cc(C2=NCCC(c3ccccc3)O2)c1 (stereo not drawn),/,-5.2%,-2.1%
C[C@H](CO)N1C[C@H](C)[C@@H](CN(C)Cc2ccc3c(c2)OCO3)Oc2ccc(NC(=O)Cn3cnnn3)cc2C1=O,14.7%,/,1.5%
CC(=O)c1ccc(NC(=O)c2cn(-c3ccccc3)nc2-c2ccncc2)cc1,-3.3%,2.5%,-3.8%
C=CCOc1ccc(C2NC(=S)NC3=C2CCc2ccccc23)cc1 (stereo not drawn),-13.4%,2.5%,2.6%
CCOc1ccc(S(=O)(=O)N2CCCCC2)c2ccccc12,-14.9%,27.0%,-6.0%
CCn1c(O)c(N=NC2=NC(=O)CS2)c2cc(C)ccc21,-3.3%,-20.3%,-17.0%
Cc1ccc(NC(=O)CN(C)Cc2cccs2)cc1Cl,-0.2%,3.2%,-7.9%
COc1ccc(-c2cn3ccccc3n2)cc1OC,-3.4%,2.4%[2.35 µM],-17.7%
O=c1[nH]c(=O)n(C(c2ccccc2)c2ccccc2)cc1Br,5.2%,-6.6%,-2.7%
CC1CCN(CC(=O)NCc2ccccc2)CC1,-2.6%,-2.0%,-8.3%
COc1ccc(NC(=O)N2CCC3(CC2)CCN(C(=O)c2cnccn2)CC3)cc1,/,-4.8%,-0.7%
OCCN1CCN(CC(O)COc2ccc3ccccc3c2)CC1 (stereo not drawn),9.9%&0.5%,-5.1%,-8.6%
Cc1csc(NC(=O)CSc2nc3ccccc3c3c2CCCC3)n1,-6.1%,16.5%,-4.2%
O=c1cnc2cnc(Oc3ccccc3)nc2n1Cc1cccs1,/,2.1%,-1.1%
Cn1c(CNC(=O)c2ccccc2F)nnc1SCC(=O)NCc1ccccc1,24.2%,-2.8%,-3.3%
COc1ccccc1-c1nnc(SCC(=O)N2CCCCC2)o1,5.4%,?,0.9%
CSc1ccccc1NC(=O)c1cc(-c2cccnc2)nc2ccc(Br)cc12,-6.9%,-9.5%,-6.8%
CN(C)CCN1C(=O)C(O)=C(C(=O)c2cc3ccccc3o2)C1c1ccccn1 (stereo not drawn),/,?,30.1%
CCC(C(=O)Nc1cccc(C#N)c1)n1c(=O)c(-c2ccccc2NC(C)=O)nc2ccccc21 (stereo not drawn),-2.5%,/,-1.9%
CC(C)NS(=O)(=O)c1ccc(NCCCn2ccnc2)c([N+](=O)[O-])c1,0.0%,-8.8%,-0.5%
Cc1[nH]nc2c1C(c1cccs1)C(C#N)=C(N)O2 (stereo not drawn),0.4%,-2.8%,-7.6%
O=c1c(-c2ccc(F)cc2)nc2cnc(Nc3ccccc3)nc2n1C1CC1,/,-1.5%,-14.9%
COc1ccc(S(=O)(=O)Nc2ccccc2C(=O)NN2CCOCC2)cc1OC,0.3%,/,-3.3%
O=C(O)Cn1c(CC(=O)N2CCCC2)nc2ccccc21,11.2%,-0.4%,1.3%
C=C1CCN([C@@H](C)C(=O)NCc2ccc(OC)cc2)S(=O)(=O)c2ccccc21,6.1%,-8.7%,-33.5%
CN(C)c1ccc(C(CN)c2c[nH]c3ccccc23)cc1 (stereo not drawn),5.2%,2.3%,-10.4%
COc1ccc(CCNC(=O)CSc2nc(C)nc3c2oc2ccccc23)cc1OC,8.3%,-6.1%,-26.3%
O=C(c1cccc(F)c1)N1CCN(c2ccc([N+](=O)[O-])c(N3CCCCC3)c2)CC1,8.6%,6.0%,-7.5%
COc1cc(C(=O)NCc2ccc(OCCN(C)C)cc2)cc(OC)c1OC,-4.5%,-15.7%,-0.8%
CCOC(=O)c1c(C)nc2sc3c(=O)n(-c4ccc(C(C)=O)cc4)nnc3c2c1-c1ccc(Cl)cc1,-1.1%,7.2%,46.9%[activator]
O=C(Cn1c(=O)n(Cc2cccs2)c(=O)c2cccnc21)Nc1ccccc1F,-3.6%,/,0.1%
